MEX-5 binding: C. elegans MEX-5 TCR-2 RNA binding activity | MEX-5/FITC-TCR2 RNA binding, fluorescence polarization; hits give low values | activity score (negative = inhibition of binding), % at 10 µM | 300,000 compounds, 0.38% hits;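 active = inhibition past about -25% in most replicates, and total fluorescence under double the plate's negative control median, limit read from the data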;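 also: 0% = DMSO and -100% = 5 µM competing unlabeled TCR2 RNA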
MCL1-BIM inh: MCL1-BIM-BH3 interaction inhibition (human) | AID 2057 | GST-MCL1 / FITC-Bim-BH3 fluorescence polarization | inhibition, % at 10.9 µM | Q07820 | 320,000 compounds, 0.68% hits;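 active = inhibition above the mean inhibition of all tested compounds plus 3 SD, set per campaign, cut at about 40% in these data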;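 also: 0% = DMSO wells and 100% = unlabeled Bim-BH3 peptide control; higher means more loss of mP so more displacement of Bim peptide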
AHR activator: human AHR activation; P35869; AHR-responsive luciferase reporter cells, luminescence; activation, % at 5 µM; 320,000 compounds, 2.5% hits; in the data active = activation above about 47%;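 also: 0% = vehicle wells and 100% = reference agonist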
Target sequence (P35869 whole entry, looked up): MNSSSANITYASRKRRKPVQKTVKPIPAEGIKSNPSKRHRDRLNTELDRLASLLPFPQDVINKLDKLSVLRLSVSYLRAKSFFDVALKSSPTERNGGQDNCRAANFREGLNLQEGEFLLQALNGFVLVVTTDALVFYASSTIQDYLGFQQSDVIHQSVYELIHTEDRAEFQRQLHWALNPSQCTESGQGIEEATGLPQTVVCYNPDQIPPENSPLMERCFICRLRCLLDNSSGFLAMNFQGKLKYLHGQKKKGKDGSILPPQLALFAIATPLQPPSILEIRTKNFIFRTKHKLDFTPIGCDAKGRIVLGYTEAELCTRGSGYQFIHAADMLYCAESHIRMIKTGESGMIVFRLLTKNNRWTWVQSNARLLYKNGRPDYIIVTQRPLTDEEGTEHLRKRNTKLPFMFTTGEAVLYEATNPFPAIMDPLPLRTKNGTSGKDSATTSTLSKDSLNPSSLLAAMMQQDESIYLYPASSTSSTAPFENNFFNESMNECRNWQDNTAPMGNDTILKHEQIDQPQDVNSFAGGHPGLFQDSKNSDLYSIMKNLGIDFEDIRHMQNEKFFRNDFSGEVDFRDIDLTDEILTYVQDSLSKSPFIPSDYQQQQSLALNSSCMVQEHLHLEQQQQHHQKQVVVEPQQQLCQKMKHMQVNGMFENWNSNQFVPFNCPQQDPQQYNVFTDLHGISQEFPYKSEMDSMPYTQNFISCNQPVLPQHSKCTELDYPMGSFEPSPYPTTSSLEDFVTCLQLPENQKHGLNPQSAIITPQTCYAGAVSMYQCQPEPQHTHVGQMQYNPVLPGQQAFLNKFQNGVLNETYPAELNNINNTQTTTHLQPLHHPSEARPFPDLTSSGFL
GLD-1 TGE inh: GLD-1-TGE RNA interaction inhibition (C. elegans). Q17339. purified GLD-1 + fluorescein TGE RNA, fluorescence polarization. inhibition, % at 5.96 µM. 320,000 compounds, 0.44% hits. AID 2280;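 active = percent inhibition above a per-plate cutoff, the plate mean of test compounds plus 3 SD, cut at about 30% in these data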;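 also: 0% = DMSO wells with GLD-1 and probe and 100% = wells lacking GLD-1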
Fam108B inh: Fam108B inhibition, counter-screen for RBBP9 inhibitors | recombinant Fam108B, FP-Rh probe fluorescence polarization | inhibition, % at 9.51 µM | 300,000 compounds, 0.33% hits;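 active = inhibition above the screen mean inhibition plus 3 SD, computed separately per campaign, cut at about 18% in these data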;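 also: inhibitors lower polarization as less probe binds the enzyme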
PAFAH1B2 inh: PAFAH1B2 (human) inhibition; recombinant PAFAH1B2, FP-rhodamine activity probe, fluorescence polarization; 340,000 compounds, 1.2% hits; P68402; inhibition, % at 3.39 µM;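 active = inhibition above the mean of all tested compounds plus 3 SD, cut at about 24% in these data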;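 also: 0% = enzyme with DMSO and 100% = wells lacking PAFAH1B2; many of its hits are not listed in these tables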
pPAFAH FP inh: pPAFAH (human) enzyme inhibition; Q13093; recombinant pPAFAH, FP-rhodamine probe fluorescence polarization; inhibition, % at 3.39 µM; 330,000 compounds, 1.5% hits;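 active = inhibition above the mean inhibition across the screen plus 3 SD, cut at about 25% in these data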;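 also: inhibitors block binding of the rhodamine activity-based probe so polarization drops; 0% = enzyme with DMSO and 100% = wells lacking pPAFAH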
Bcl-xL primary: blocks human Bcl-xL binding to Bim BH3 peptide; GST-Bcl-xL / FITC-Bim BH3 peptide fluorescence polarization; inhibition, % at 10.9 µM; 320,000 compounds, 0.7% hits;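 active = inhibition above the mean of all tested compounds plus 3 SD, cutoff set per campaign, cut at about 30% in these data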;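 also: 0% = DMSO wells and 100% = unlabeled Bim-BH3 peptide competitor; inhibitors lower millipolarization by displacing the labeled peptide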
Target sequence (Q07817 whole entry, looked up): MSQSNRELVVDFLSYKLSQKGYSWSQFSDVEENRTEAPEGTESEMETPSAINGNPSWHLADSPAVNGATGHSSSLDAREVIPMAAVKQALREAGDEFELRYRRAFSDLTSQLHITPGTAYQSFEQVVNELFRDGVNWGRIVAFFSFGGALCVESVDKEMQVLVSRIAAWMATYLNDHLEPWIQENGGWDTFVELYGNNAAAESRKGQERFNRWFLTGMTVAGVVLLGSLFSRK
PME-1 inh: PME-1 (human) inhibition; Q9Y570; recombinant PME-1, FP-Rh probe fluorescence polarization; inhibition, % at 5.9 µM; 320,000 compounds, 0.53% hits;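 active = inhibition above the campaign mean of all compounds plus 3 SD, cut at about 26% in these data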;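 also: competitive labeling of PME-1 active site by serine hydrolase directed probe; 0% = PME-1 with DMSO and 100% = wells lacking PME-1 enzyme; inhibitors block probe labeling so polarization falls and inhibition rises; many of its hits are not listed in these tables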
* marks the source's active call; other numbers are inactive results.

How did COc1ccccc1/C=C/c1onc(C)c1S(=O)(=O)N1CCC(C(=O)NC2CCCCCC2)CC1 do in these assays?
MEX-5 binding: 1.3; MCL1-BIM inh: 2; AHR activator: 2; GLD-1 TGE inh: 6; Fam108B inh: 1; PAFAH1B2 inh: 2; pPAFAH FP inh: 4; Bcl-xL primary: 0; PME-1 inh: 1

Results for CCOC(=O)C(=CNc1cc(Cl)c(-c2ccco2)c(Cl)c1)C(=O)OCC ?
MEX-5 binding: 3.1; MCL1-BIM inh: 1; AHR activator: 2; GLD-1 TGE inh: 8; Fam108B inh: 0; PAFAH1B2 inh: -5; pPAFAH FP inh: 7; Bcl-xL primary: 1; PME-1 inh: -3

What do the screens show for `Cc1ccc(N(C(=O)c2csnn2)C(C(=O)NC(C)(C)C)c2ccncc2)cc1` (configuration not stated)?
MEX-5 binding: 0.7; MCL1-BIM inh: -2; AHR activator: 4; GLD-1 TGE inh: -1; Fam108B inh: 0; PAFAH1B2 inh: 14; pPAFAH FP inh: 0; Bcl-xL primary: -6; PME-1 inh: -3

How did CCc1ccc(/C=N/NC(=O)c2c[nH]c3ccccc23)s1 do in these assays?
MEX-5 binding: -0.4; MCL1-BIM inh: 4; AHR activator: 85*; GLD-1 TGE inh: 5; Fam108B inh: 3; PAFAH1B2 inh: 4; pPAFAH FP inh: 12; Bcl-xL primary: 3; PME-1 inh: -5

What do the screens show for `COc1ccc(C(=O)N/N=C/c2ccc(OC)c(CN3CCN(c4ccc(F)cc4)CC3)c2)cc1`?
MEX-5 binding: -3.5; MCL1-BIM inh: -3; AHR activator: 3; GLD-1 TGE inh: 7; Fam108B inh: -3; PAFAH1B2 inh: -4; pPAFAH FP inh: -3; Bcl-xL primary: -5; PME-1 inh: 1

Results for CCC(C)N(C(=O)COc1ccccc1C(=O)NCc1ccccc1)C1CCS(=O)(=O)C1 (configuration not stated) ?
MEX-5 binding: -0.2; MCL1-BIM inh: 2; AHR activator: 0; GLD-1 TGE inh: 1; Fam108B inh: -1; PAFAH1B2 inh: 4; pPAFAH FP inh: 1; Bcl-xL primary: -1; PME-1 inh: 3

How did COc1cc2c(cc1OC)C(c1ccccc1F)NCC2 (configuration not stated) do in these assays?
MEX-5 binding: -0.2; MCL1-BIM inh: 13; AHR activator: 0; GLD-1 TGE inh: 5; Fam108B inh: 2; PAFAH1B2 inh: 1; pPAFAH FP inh: 6; Bcl-xL primary: 5; PME-1 inh: 4

How did O=C(COC(=O)CCOc1ccccc1)Nc1ccc(Cl)cn1 do in these assays?
MEX-5 binding: -3.0; MCL1-BIM inh: 22; AHR activator: 2; GLD-1 TGE inh: 1; Fam108B inh: -4; PAFAH1B2 inh: 5; pPAFAH FP inh: 22; Bcl-xL primary: 11; PME-1 inh: -3

Results for Cc1nnn(C23CC4CC(CC(C(=O)NN)(C4)C2)C3)n1 ?
MEX-5 binding: -1.2; MCL1-BIM inh: 4; AHR activator: 8; GLD-1 TGE inh: -2; Fam108B inh: 0; PAFAH1B2 inh: 0; pPAFAH FP inh: -1; Bcl-xL primary: 3; PME-1 inh: 0

What do the screens show for `Cc1nnc(SCC(=O)N2CCC(C(N)=O)CC2)s1`?
MEX-5 binding: 0.3; MCL1-BIM inh: -3; AHR activator: 1; GLD-1 TGE inh: -3; Fam108B inh: 2; PAFAH1B2 inh: 1; pPAFAH FP inh: 2; Bcl-xL primary: 7; PME-1 inh: 4

How did CCc1ccc2nc(N(CCCN(C)C)C(=O)c3ccc(S(=O)(=O)N4CCc5ccccc5C4)cc3)sc2c1 do in these assays?
MEX-5 binding: 0.3; MCL1-BIM inh: 7; AHR activator: -2; GLD-1 TGE inh: 4; Fam108B inh: -1; PAFAH1B2 inh: 6; pPAFAH FP inh: -5; Bcl-xL primary: 2; PME-1 inh: 0

Results for COC(=O)C1CC(=O)N(c2ccc(OCc3ccccc3Cl)cc2)C1 (configuration not stated) ?
MEX-5 binding: 1.2; MCL1-BIM inh: -6; AHR activator: -5; GLD-1 TGE inh: 8; Fam108B inh: -3; PAFAH1B2 inh: -3; pPAFAH FP inh: 7; Bcl-xL primary: 3; PME-1 inh: 1

Results for COc1cc2c(=O)n(Cc3ccco3)c(=O)n(CC(=O)c3ccc(Br)cc3)c2cc1OC ?
MEX-5 binding: -0.5; MCL1-BIM inh: -2; AHR activator: 3; GLD-1 TGE inh: -9; Fam108B inh: -13; PAFAH1B2 inh: 0; pPAFAH FP inh: 0; Bcl-xL primary: -1; PME-1 inh: -3

How did COc1ccc(S(=O)(=O)N2CCCCC2)cc1NC(=O)C1CSC2(C)CCC(=O)N12 (configuration not stated) do in these assays?
MEX-5 binding: -4.6; MCL1-BIM inh: -2; AHR activator: -1; GLD-1 TGE inh: 3; Fam108B inh: 6; PAFAH1B2 inh: 6; pPAFAH FP inh: -7; Bcl-xL primary: 1; PME-1 inh: 10

How did Cc1ccc(C)c(NC(=O)COC(=O)CCC(=O)c2cccs2)c1 do in these assays?
MEX-5 binding: 0.5; MCL1-BIM inh: 3; AHR activator: -1; GLD-1 TGE inh: 1; Fam108B inh: -3; PAFAH1B2 inh: -2; pPAFAH FP inh: 6; Bcl-xL primary: 2; PME-1 inh: 6

How did COc1cccc(-c2ccc(SCC(=O)c3ccccc3)nn2)c1 do in these assays?
MEX-5 binding: 1.2; MCL1-BIM inh: 6; AHR activator: 5; GLD-1 TGE inh: 1; Fam108B inh: -4; PAFAH1B2 inh: 7; pPAFAH FP inh: 1; Bcl-xL primary: 4; PME-1 inh: -6

How did CCOC(=O)Cc1csc(NC(=O)CCCC(=O)O)n1 do in these assays?
MEX-5 binding: 0.4; MCL1-BIM inh: -2; AHR activator: -3; GLD-1 TGE inh: -7; Fam108B inh: 2; pPAFAH FP inh: 23; Bcl-xL primary: 1; PME-1 inh: 3

What do the screens show for `O=Cc1cn(-c2ccccc2)nc1-c1ccc2c(c1)OCCO2`?
MCL1-BIM inh: 2; AHR activator: 8; GLD-1 TGE inh: -6; Fam108B inh: -3; PAFAH1B2 inh: 5; pPAFAH FP inh: 4; Bcl-xL primary: 1; PME-1 inh: -5

How did Cc1cc(O)c2/c(=N\N)c(-c3csc(C)n3)coc2c1 do in these assays?
MEX-5 binding: -0.9; MCL1-BIM inh: -4; AHR activator: 2; GLD-1 TGE inh: 1; Fam108B inh: 6; PAFAH1B2 inh: -1; pPAFAH FP inh: -2; Bcl-xL primary: 4; PME-1 inh: 3

How did COc1cc(N2C(=O)c3ccccc3C2=O)c(Cl)cc1C(=O)OCC(=O)N(C)C do in these assays?
MEX-5 binding: -1.6; MCL1-BIM inh: -4; AHR activator: 4; GLD-1 TGE inh: -2; Fam108B inh: 4; PAFAH1B2 inh: 4; pPAFAH FP inh: -2; Bcl-xL primary: 4; PME-1 inh: -3

What do the screens show for `CN=C1SC(CC(=O)Nc2cc(Cl)ccc2Cl)C(=O)N1C` (configuration not stated)?
MEX-5 binding: -1.0; MCL1-BIM inh: 5; AHR activator: 2; GLD-1 TGE inh: 3; Fam108B inh: 0; PAFAH1B2 inh: 5; pPAFAH FP inh: 8; Bcl-xL primary: 6; PME-1 inh: 12

Results for O=C(N/N=C/C=C/c1ccco1)c1cccs1 ?
MEX-5 binding: 1.7; MCL1-BIM inh: 24; AHR activator: 18; GLD-1 TGE inh: -7; Fam108B inh: -3; PAFAH1B2 inh: 1; pPAFAH FP inh: 22; Bcl-xL primary: 16; PME-1 inh: 6

Results for CCCNc1c(N)c(=O)oc2ccccc12 ?
MEX-5 binding: -0.3; MCL1-BIM inh: 8; AHR activator: 5; GLD-1 TGE inh: 0; Fam108B inh: 4; PAFAH1B2 inh: 4; pPAFAH FP inh: 6; Bcl-xL primary: 6; PME-1 inh: 4

Results for COc1cccc(CNC(=O)CN2C(=O)CCSc3ccc(S(=O)(=O)N4CCCC4)cc32)c1 ?
MEX-5 binding: 2.7; MCL1-BIM inh: -10; AHR activator: 1; GLD-1 TGE inh: -5; Fam108B inh: -1; PAFAH1B2 inh: -4; pPAFAH FP inh: 1; Bcl-xL primary: -3; PME-1 inh: 3

What do the screens show for `N#C/C(C(=O)NCc1ccccc1)=C1/N=C(NC(=O)c2cccs2)c2ccccc21`?
MEX-5 binding: -12; MCL1-BIM inh: -6; AHR activator: -1; GLD-1 TGE inh: -5; Fam108B inh: 15; PAFAH1B2 inh: -2; pPAFAH FP inh: -1; Bcl-xL primary: 3; PME-1 inh: 1

Results for N#Cc1cc(Br)ccc1N=C1CCCN1c1ccccc1 ?
MEX-5 binding: 0.4; MCL1-BIM inh: -1; AHR activator: 27; GLD-1 TGE inh: 2; Fam108B inh: -7; PAFAH1B2 inh: -6; pPAFAH FP inh: 1; Bcl-xL primary: 3; PME-1 inh: -2

Results for COC(=O)c1c(NC(=O)C2CC2)sc2c1CCCC2 ?
MEX-5 binding: 3.5; MCL1-BIM inh: -1; AHR activator: -1; GLD-1 TGE inh: 5; Fam108B inh: -1; PAFAH1B2 inh: -2; pPAFAH FP inh: 2; Bcl-xL primary: 1; PME-1 inh: -1

What do the screens show for `CCOC(=O)N1CCN(C(=O)c2ccc(Cn3c(=S)[nH]c4cc(C(=O)OC)ccc4c3=O)cc2)CC1`?
MEX-5 binding: 1.8; MCL1-BIM inh: 8; AHR activator: 1; GLD-1 TGE inh: 5; Fam108B inh: -2; PAFAH1B2 inh: 2; pPAFAH FP inh: 0; Bcl-xL primary: 6; PME-1 inh: -5

What do the screens show for `O=C(Nc1nnc(-c2ccccc2)o1)c1cc(Cl)sc1Cl`?
MEX-5 binding: 0.0; MCL1-BIM inh: 1; AHR activator: 1; GLD-1 TGE inh: 3; Fam108B inh: 1; PAFAH1B2 inh: 2; pPAFAH FP inh: 0; Bcl-xL primary: 3; PME-1 inh: 2

Results for CCOc1ccccc1/C=C(\C#N)C(=O)Nc1cccc(C(=O)O)c1 ?
MEX-5 binding: -2.5; MCL1-BIM inh: 3; AHR activator: 14; GLD-1 TGE inh: -2; Fam108B inh: 0; PAFAH1B2 inh: -1; pPAFAH FP inh: 1; Bcl-xL primary: 3; PME-1 inh: 142*

How did COc1ccc(NC(=O)CN(c2ccc(OC)c(Cl)c2)S(=O)(=O)c2ccccc2)cc1 do in these assays?
MEX-5 binding: -0.1; MCL1-BIM inh: 2; AHR activator: 6; GLD-1 TGE inh: 4; Fam108B inh: -5; PAFAH1B2 inh: 5; pPAFAH FP inh: 4; Bcl-xL primary: 4; PME-1 inh: -4

How did COc1ccc(N2CCN(C(=O)c3ccccc3Br)CC2)c([N+](=O)[O-])c1 do in these assays?
MEX-5 binding: -1.3; MCL1-BIM inh: -2; AHR activator: 0; GLD-1 TGE inh: 5; Fam108B inh: 4; PAFAH1B2 inh: 1; pPAFAH FP inh: 0; Bcl-xL primary: -1; PME-1 inh: 2

Results for CCCc1nnc(NC(=O)COc2ccc3c(c2)OCO3)s1 ?
MEX-5 binding: -0.3; MCL1-BIM inh: 3; AHR activator: 16; GLD-1 TGE inh: 3; Fam108B inh: -1; PAFAH1B2 inh: -4; pPAFAH FP inh: 2; Bcl-xL primary: 5; PME-1 inh: -2

An excerpt; rates above refer to the full screens.
